# CSN deneddyl inh – blocks human CSN-mediated cullin deneddylation | Q92905 | Purified CSN, SCF-Nedd8-OG deneddylation, fluorescence polarization | inhibition, % at 12.5 µM | 0.38% of 360,000 active;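 active = pattern-corrected inhibition above about 35%, with an unprinted fluorescence ratio check between 0.5 and 1.5, limit read from the data, passing the limit was not always enough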;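 note: 0% = enzyme with substrate and 100% = substrate without enzyme; some results filed as inactive read as strong as hits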
#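 Assay system: Purified human Csn5 enzyme expressed in HEK293T cells | Amount: Enzyme 0.24 nM | Measured by: Fluorescence polarization readout | Medium: Tris/NaCl/DTT buffer, pH 7.5 | Compound dosing: One concentration, 12.5 µM, 0.25% DMSO | Times: 90 min incubation of compound, enzyme and substrate at room temperature | Control set: no-enzyme wells high, enzyme-with-substrate wells low | Read-out: % inhibition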
# SUMO1 PPI mod – alters human SUMO1 binding to SIM partners. inhibition, % at 20 µM. 0.33% of 360,000 active. SUMO1 binding to a labelled peptide, TR-FRET, 1 h; in the data active = inhibition above about 37%
# Target sequence (P63165 whole entry, looked up): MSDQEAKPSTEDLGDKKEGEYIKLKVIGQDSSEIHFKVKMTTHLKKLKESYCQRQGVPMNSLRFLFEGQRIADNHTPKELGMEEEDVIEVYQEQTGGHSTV
# Neddylation inh – blocks human cullin neddylation | AID 651699 | 0.58% of 360,000 active | calls only at 25 µM | TR-FRET cullin neddylation, biochemical; in the data active = inhibition above about 36%
# Target sequence (P61081 whole entry, looked up): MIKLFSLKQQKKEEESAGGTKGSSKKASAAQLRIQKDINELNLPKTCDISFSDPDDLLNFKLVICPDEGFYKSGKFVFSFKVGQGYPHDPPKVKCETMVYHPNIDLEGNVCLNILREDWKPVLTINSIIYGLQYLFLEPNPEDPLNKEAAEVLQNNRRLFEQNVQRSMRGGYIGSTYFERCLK
# Target sequence (Q13564 whole entry, looked up): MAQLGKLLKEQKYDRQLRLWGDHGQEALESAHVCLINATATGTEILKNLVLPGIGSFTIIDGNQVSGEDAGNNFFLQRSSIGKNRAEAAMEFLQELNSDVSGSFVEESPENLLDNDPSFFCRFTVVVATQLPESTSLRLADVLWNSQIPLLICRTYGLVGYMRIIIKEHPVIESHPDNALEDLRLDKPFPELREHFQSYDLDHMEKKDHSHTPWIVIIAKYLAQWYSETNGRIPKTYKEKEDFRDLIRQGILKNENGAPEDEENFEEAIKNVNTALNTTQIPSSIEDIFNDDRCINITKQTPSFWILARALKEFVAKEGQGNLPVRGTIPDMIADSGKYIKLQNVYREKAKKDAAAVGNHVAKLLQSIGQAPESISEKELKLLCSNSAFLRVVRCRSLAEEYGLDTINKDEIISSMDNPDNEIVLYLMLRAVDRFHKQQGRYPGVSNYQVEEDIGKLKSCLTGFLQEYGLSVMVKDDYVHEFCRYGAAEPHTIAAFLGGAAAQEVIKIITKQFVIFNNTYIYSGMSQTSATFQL
# Rin1 Abl inh – human Rin1-Abl interaction inhibition. 0.4% of 360,000 active. AID 588664. inhibition, % at 7.35 µM. P00519+Q13671. TR-FRET Rin1/Abl binding, biochemical; in the data active = inhibition above about 5%, passing the limit was not always enough
# DNMT1 block – blocks human DNA methyltransferase DNMT1 | P26358 | DNMT1 molecular beacon, Hinp1I cleavage, fluorescence | inhibition (reported as % activation of signal), % at 10 µM | 0.83% of 360,000 active | AID 588458; in the data active = inhibition above about 50%
# LMPTP inh – blocks human LMPTP phosphatase | P24666 | recombinant LMPTP-A, OMFP fluorogenic substrate, fluorescence intensity | inhibition, % at 20 µM | 0.22% of 360,000 active | AID 651560;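 active = compounds that cut the enzyme signal by at least half of the control window in the single-dose screen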;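 note: plate controls were DMSO wells with enzyme plus substrate for no effect and substrate without enzyme for full effect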
# Target sequence (P24666 whole entry, looked up): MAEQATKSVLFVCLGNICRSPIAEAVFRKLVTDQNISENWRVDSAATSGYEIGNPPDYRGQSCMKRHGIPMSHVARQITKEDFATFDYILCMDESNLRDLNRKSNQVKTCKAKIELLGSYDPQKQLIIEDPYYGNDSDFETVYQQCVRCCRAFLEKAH
#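 Assay system: LMPTP-A, protein tyrosine phosphatase of low molecular weight / Medium: pH 6.0 Bis-Tris buffer with DTT and Triton X-100 / Schedule: 50 min enzyme reaction at room temperature, protected from light / Measured by: endpoint fluorescence intensity from OMFP dephosphorylation / Read-out basis: % inhibition relative to no-enzyme and uninhibited control wells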
# Scp-1 inhibitor – inhibitors of human Scp-1 phosphatase. Recombinant Scp1, phosphopeptide, malachite green phosphate absorbance. Q9GZU7. 0.88% of 340,000 active. inhibition, % at 20 µM;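 active = inhibition above about 50% at 20 µM, limit read from the data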;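 note: plate controls were DMSO wells with enzyme for no effect and wells lacking enzyme for full effect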
#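 Material: truncated SCP-1 phosphatase (76-261aa) / Buffer or medium: 50 mM Tris acetate pH 5.5, 0.005% Tween-20, 10 mM MgCl2 / Compound dosing: one concentration, 20 µM, with 1.0% DMSO / Incubation: 45 min room-temperature reaction, 5 min colour, 30 min stabiliser / Detection: colorimetric free-phosphate detection, absorbance 630 nm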
# NadD inh – inhibitors of Staphylococcus aureus NadD. purified NadD enzyme, colorimetric absorbance read-out. inhibition, % at 20 µM. 0.78% of 360,000 active; in the data active = inhibition above about 26%; note: some compounds past the cut are filed as inactive
# Rpn11 inh – inhibitors of human proteasome Rpn11. O00487. human 26S proteasome, Ub4-pepOG fluorescence polarization; 20S core pre-blocked with epoxomicin. calls only at 20 µM. 0.59% of 360,000 active. AID 588493;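 active = inhibition at 20 µM, scaled to each plate's controls, above about 33%, limit read from the data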
# STEP inh – blocks human striatal-enriched tyrosine phosphatase; inhibition, % at 20 µM; AID 588621; P54829; recombinant STEP, OMFP fluorogenic substrate, fluorescence; 0.25% of 360,000 active;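 active = inhibition at 20 µM, scaled per plate between control wells, above about 37%, limit read from the data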;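 note: 0% = DMSO with enzyme and substrate and 100% = substrate only without enzyme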
#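 System: STEP (striatal-enriched tyrosine phosphatase) enzyme, cell-free; medium: Bis-Tris pH 6.0 buffer with DTT, detergent; dosing: 20 µM, 1% DMSO; times: reaction 20 min, ambient temperature; detection: fluorescence, 480/540 nm; read-out basis: normalized % inhibition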
# An asterisk follows results filed as active; i = inactive; . = not tested or not shown; & = joins results of further samples; ! = not active in a repeat.
SMILES,CSN deneddyl inh,SUMO1 PPI mod,Neddylation inh,Rin1 Abl inh,DNMT1 block,LMPTP inh,Scp-1 inhibitor,NadD inh,Rpn11 inh,STEP inh
CCN(CC)S(=O)(=O)c1cccc(-c2nnc(SC(C)C(=O)NCCC3=CCCCC3)o2)c1 (centres undefined),4,-1,i,-2,-3,1.4,-11,10,i,3
N#Cc1ccccc1OCCCN1CCC(Cc2ccccc2)CC1,-2,0,i,5,4,-2.0,-2,-1,i,1
Cn1cccc1/C=N/NC(=O)c1ccncc1,-2,-4,i,0,1,-1.0,-6,-2,i,-2
O=C(CN1C(=O)C(=O)N(Cc2ccccc2)C1=O)Nc1cc(Cl)cc(Cl)c1,2,2,i,-1,-1,1.2,-2,-12,i,-2
CN1CCN(C(=O)/C(=C/c2ccc([N+](=O)[O-])cc2)NC(=O)c2ccccc2)CC1,3,-19,i,4,1,-2.5,-8,-4,i,0
COc1cccc(-c2noc(C3CCCN(C(=O)Cc4ccccc4)C3)n2)c1 (centres undefined),1,2,i,1,-5,0.5,-1,-7,i,-1
O=C(NCC1COc2ccccc2O1)c1ccc(NC(=O)C2CCCO2)cc1 (centres undefined),1,1,i,2,-5,-0.7,-8,5,i,-2
O=C(COC(=O)C1CCCCC1)Nc1ccc(S(=O)(=O)N2CCOCC2)cc1,-6,5,i,2,0,-1.0,-5,-7,i,0
CC(=O)Nc1ccc(S(=O)(=O)NCCC(=O)NNC(=O)c2ccccc2O)cc1,-6,12,i,0,1,-0.5,-6,-3,i,0
O=[N+]([O-])CC(c1ccccc1)c1c[nH]c2ccccc12 (centres undefined),10,-3,i,1,3,-0.4,-7,-5,i,-2
CC(NC(=O)OC(C)(C)C)C(=O)NC(CCC(=O)OCc1ccccc1)C(N)=O (centres undefined),-16,-1,i,3,3,2.5,3,1,i,-2
COc1ccc(NC(=O)Cn2nc(C(=O)O)c3ccccc3c2=O)cc1Cl,10,2,i,-1,2,0.0,-8,7,i,3
CC(=O)c1cccc(NC(=O)C(C)OC(=O)CCN=C2NS(=O)(=O)c3ccccc32)c1 (centres undefined),4,0,i,-2,0,-0.6,0,-1,i,-3
O=C(N/N=C/c1ccc([N+](=O)[O-])cc1)c1ccc2nc[nH]c2c1,1,-25,i,-4,2,-1.3,-10,-8,i,0
Cc1nonc1N1CCN(Cc2cn[nH]c2-c2ccc(F)cc2F)CC1,-3,-1,i,-1,1,-0.1,-9,-1,i,-6
COc1ccc(C2(C(=O)NCC3CCCO3)CCOCC2)cc1 (centres undefined),2,-2,i,0,2,-0.7,-6,-1,i,3
C=CCn1c(SCc2c(C)noc2C)nc2sc(C)c(C)c2c1=O,0,6,i,0,-15,3.0,-4,0,i,4
CN1CCCC(OC(=O)c2cccc(S(=O)(=O)N3CCCCCC3)c2)C1 (centres undefined),-2,6,i,-4,1,-0.3,3,-4,i,0
COc1ccc(OCC(=O)Nc2c(C(=O)N3CCN(C)CC3)oc3ccccc23)cc1,-1,-3,i,5,0,0.8,-5,0,i,1
CCCn1nc(C(=O)NNC(=O)c2ccc(C)c(C)c2)c2ccccc2c1=O,0,-2,i,2,2,-1.5,0,7,i,2
COC(=O)C1SCC2C(=O)N(Cc3ccc(F)cc3)CC(=O)N21 (centres undefined),-3,2,i,2,1,-1.6,-3,-3,i,2
C=CCc1cccc2cc(C(=O)N3CCOCC3)c(=O)oc12,-2,0,i,0,0,-0.2,1,-3,i,4
O=C(NC(NNc1ccc([N+](=O)[O-])cc1)(C(F)(F)F)C(F)(F)F)c1ccc(Cl)cc1,8,-16,i,-2,-8,0.1,-11,-5,i,-7
CCCCCCC(=O)NCC(=O)OCC(=O)c1ccccc1,-5,-3,i,1,-1,0.3,-9,-1,i,-3
CC(=O)N1c2c(cc(Br)cc2S(=O)(=O)NCC2COc3ccccc3O2)CC1C (centres undefined),3,0,i,0,4,1.1,-5,-4,i,-2
C=CCN(c1nc(C)cc(OC)n1)S(=O)(=O)c1ccccc1,1,1,i,-1,-3,0.8,0,-5,i,2
Cc1ccc(S(=O)(=O)N2CCN(Cc3cccnc3)CC2)cc1,-6,-1,i,3,-1,-1.4,-8,-1,i,0
COc1ccc(NC2=C(C(C)=O)C(c3ccc(OC)cc3)C(C(C)=O)C(C)(O)C2)cc1 (centres undefined),-9,-2,i,5,9,5.3,-1,0,i,0
COc1cc(CNc2ccc(CNc3ncn[nH]3)cc2)ccc1OCC(=O)NC(C)(C)C,8,1,i,6,-15,-0.7,-7,3,i,2
CC(NC(=O)CN1CCN(c2ccccc2F)CC1)c1ccccc1 (centres undefined),3,-1,i,-2,1,1.7,-3,-3,i,-2
CSCCC(N=C1NS(=O)(=O)c2ccccc21)C(=O)NCCc1ccccc1 (centres undefined),0,2,i,-1,2,-0.8,-8,-4,i,0
CCNC(=O)COn1c(SCC(=O)NCC)nc2ccccc2c1=O,4,-2,i,2,-2,-2.4,-6,3,i,0
Cn1c2ccccc2c(=O)c2c(=O)n(Cc3ccco3)c(-c3ccc(F)cc3)nc21,6,-4,i,2,22,19,5,9,i,2
O=C(COC(=O)c1ccccc1SCC(=O)N1CCCC1)NCc1ccccc1,1,0,i,-3,0,-0.7,1,-2,i,-1
Cc1c(NC(=O)/C(C#N)=C/c2ccc(-c3ccc(Cl)c(Cl)c3)o2)c(=O)n(-c2ccccc2)n1C,3,-7,i,1,-1,5.2,4,33*,i,3
CC(NC(=O)CNC(=O)c1cccc(Cl)c1)c1ccccc1 (centres undefined),4,3,i,2,-3,-1.4,-7,-2,i,-7
CC(NCC(=O)Nc1ccccc1C(=O)NC1CC1)c1ccco1 (centres undefined),-3,-2,i,0,0,-0.7,-7,1,i,0
COc1ccccc1NS(=O)(=O)c1ccc2oc(SCC(=O)N3CCNC3=O)nc2c1,3,7,i,3,-2,0.2,1,1,i,1
CC(C)c1nc(-c2c(N)n(C)c(=O)n(C)c2=O)sc1C(=O)C(C)(C)C,-1,-2,i,0,2,-1.2,-6,8,i,3
C=CCN(CC=C)C(=S)Nc1ccccc1,0,-4,i,-1,1,-2.5,2,-3,i,-2
Cc1cc(-c2ccc(C)c(S(=O)(=O)NCC3CCN(Cc4ccc(F)cc4)CC3)c2)on1,-1,2,i,5,-4,-1.7,4,-7,i,-2
O=C(c1ccc2nc(-c3ccco3)c(-c3ccco3)nc2c1)N1CCN(c2ncccn2)CC1,59,34,i,3,28,26,95*,26,i,9
N#CC1(NC(=O)COC(=O)CNC(=O)c2sc3ccccc3c2Cl)CCCCC1,-6,-7,i,-2,-1,1.2,-6,-9,i,1
NC(c1csc(NC(=O)Nc2ccccc2Cl)n1)C1CCCCC1 (centres undefined),6,-30,i,9,14,0.3,.,5,i,1
N/C(=N\N=C\c1ccc2c(c1)OCO2)c1nonc1N,1,-10,i,0,-3,-0.8,-2,6,i,-3

# Exported with bars between the fields: entries from further up
mol | CSN deneddyl inh | SUMO1 PPI mod | Neddylation inh | Rin1 Abl inh | DNMT1 block | LMPTP inh | Scp-1 inhibitor | NadD inh | Rpn11 inh | STEP inh
CC(NCC(=O)Nc1ccccc1C(=O)NC1CC1)c1ccco1 (centres undefined) | -3 | -2 | i | 0 | 0 | -0.7 | -7 | 1 | i | 0
Cc1c(NC(=O)/C(C#N)=C/c2ccc(-c3ccc(Cl)c(Cl)c3)o2)c(=O)n(-c2ccccc2)n1C | 3 | -7 | i | 1 | -1 | 5.2 | 4 | 33* | i | 3
CCNC(=O)COn1c(SCC(=O)NCC)nc2ccccc2c1=O | 4 | -2 | i | 2 | -2 | -2.4 | -6 | 3 | i | 0
N#CC1(NC(=O)COC(=O)CNC(=O)c2sc3ccccc3c2Cl)CCCCC1 | -6 | -7 | i | -2 | -1 | 1.2 | -6 | -9 | i | 1
COc1ccccc1NS(=O)(=O)c1ccc2oc(SCC(=O)N3CCNC3=O)nc2c1 | 3 | 7 | i | 3 | -2 | 0.2 | 1 | 1 | i | 1

# Continued:
SMILES,CSN deneddyl inh,SUMO1 PPI mod,Neddylation inh,Rin1 Abl inh,DNMT1 block,LMPTP inh,Scp-1 inhibitor,NadD inh,Rpn11 inh,STEP inh
FC(F)(F)c1cc(C(F)(F)F)c2ccc(N3CCN(c4ccc(Cl)cc4)CC3)nc2n1,-1,-1,i,-2,9,2.6,9,14,i,-1
C(C#CCCCCCCCCC[n+]1ccccc1)#CCCCCCCCCC[n+]1ccccc1,35*!,-116&-93,i,1&-3,-28&-5,-1.9&-3.5,19&25,13&3,i,5&4
Cc1csc(N=Cc2ccc([N+](=O)[O-])o2)n1,17,25,i,3,86*,43,.,36*,i,8
Cc1nc2ncnn2c(C)c1CCC(=O)NCCC1=CCCCC1,-3,0,i,-1,-2,-2.6,-14,5,i,1
Cc1ccccc1C1=NC(C(F)(F)F)(C(F)(F)F)c2c(n(C)c(=O)n(C)c2=O)N1,-15,5,i,-2,0,-0.2,-2,-2,i,0
COc1ccc(-c2csc(NC(=O)COc3ccc(N(C)S(=O)(=O)c4ccc(C)cc4)cc3)n2)cc1,-5,-1,i,0,-6,1.9,-2,9,i,-1
CCC(C)n1c(/C=C/c2ccccc2)nc2ccccc21 (centres undefined),-2,8,.,2,-1,7.8,-1,2,i,0
CCc1ccc(C(=O)N2CCN(S(=O)(=O)c3sc(C(=O)O)c(C)c3C(=O)O)CC2)cc1,3,4,i,2,6,-1.3,12,-1,i,1
CCN(CC(=O)Nc1c(F)cccc1F)C(=O)C1CCN(c2ncnc3sc(C)c(C)c23)CC1,-3,9,i,-1,2,1.6,-3,2,i,-2
O=C(NCc1ccccc1Cl)c1cc([N+](=O)[O-])ccc1Cl,-6,-23,i,1,8,-1.1,-1,4,i,-1
CC1CC(C)CN(S(=O)(=O)c2ccc(NC(=O)CCN3C(=O)C4CC=CCC4C3=O)cc2)C1 (centres undefined),1,4,i,4,0,-1.4,2,2,i,-1
CCc1nc(SCC(=O)NCc2ccco2)c2c(=O)n(C)c(=O)n(C)c2n1,0,3,i,1,7,0.0,17,3,i,0
COc1ccccc1NS(=O)(=O)c1ccc(C)c(C(=O)N2CCN(c3ccc(O)cc3)CC2)c1,4,-4,i,2,-5,-3.3,4,2,i,1
O=C(OC1CCCCC1)c1ccc(NC(=O)C2CCCCC2)cc1,-4,-5,i,2,1,3.8,-16,-13,i,3
N#C/C(=C/c1cccn1-c1cccc(C(=O)O)c1)c1ccc(F)cc1,5,-6,i,1,44,0.9,21,2,i,2
COc1ccc(OC)c(S(=O)(=O)NCc2cn3c(C)csc3n2)c1,0,2,i,-3,2,-0.1,6,-3,i,0
Cc1ccc(C(=O)Nc2ccccc2N2CCCCC2)cc1[N+](=O)[O-],0,3,i,4,3,4.1,-4,-1,i,3

# Bioassay records (PubChem)
